HTR5A ag – counter-screen for OPRM1-OPRD1 agonists: human HTR5A agonism; P47898; HTR5A agonist assay, luminescence, cell-based; activation, % at 9.3 µM; hit rate 0.61% among 340,000; AID 504692; in the data active = activation mostly above about 9.5%, no sharp cut-off; inactive = mostly below about 7.6%;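 note: 0% = cells with vehicle only and 100% = reference agonist; strong numbers were not always called active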
Target sequence (P47898 whole entry, looked up): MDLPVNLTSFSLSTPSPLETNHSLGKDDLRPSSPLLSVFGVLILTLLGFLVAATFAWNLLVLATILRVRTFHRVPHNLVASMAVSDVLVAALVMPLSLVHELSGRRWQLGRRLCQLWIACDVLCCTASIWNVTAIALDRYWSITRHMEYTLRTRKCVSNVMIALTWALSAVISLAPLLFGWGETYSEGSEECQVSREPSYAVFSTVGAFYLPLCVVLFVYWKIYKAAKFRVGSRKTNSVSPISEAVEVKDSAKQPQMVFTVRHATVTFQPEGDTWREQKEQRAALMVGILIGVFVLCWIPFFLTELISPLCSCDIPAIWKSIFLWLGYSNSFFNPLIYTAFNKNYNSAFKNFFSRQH
HTR5A inv ctr – inverse agonist of human HTR5A in OPRM1-OPRD1 counter-screen; P47898; HTR5A cell line, luminescence, inverse agonism; inhibition, % at 9.3 µM; hit rate 0.083% among 340,000; AID 504634; in the data active = inhibition mostly above about 23%, no sharp cut-off; inactive = mostly below about 18%;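 note: 0% = cells with DMSO and 100% = no-cell wells with DMSO; some compounds called inactive have numbers as strong as hits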
phage Ecoli inh – E. coli growth loss with phage present; growth absorbance; inhibition, % at 11.9 µM; hit rate 0.26% among 360,000; AID 651602; in the data active = inhibition above about 11%
PKA-R1A activ – activates the PKA-R1A holoenzyme complex | P00514+P68181 | PKA-R1A dissociation, Cy5-IP20 fluorescence polarization; scaled: DMSO 0%, 113 µM cGMP 100% | activation, % at 11.4 µM | hit rate 0.083% among 340,000;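 active = percent activation above the mean of all tested compounds plus 3 SD, cut at about 19% in these data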;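 note: higher means more PKAc released from R1A so a rise in polarization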
AddAB inh – less growth of phage-infected E. coli with AddAB; hit rate 0.29% among 330,000; inhibition, % at 11.9 µM; E. coli expressing H. pylori AddAB, absorbance growth; AID 435030; in the data active = inhibition above about 12%;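 note: 0% = vehicle wells of infected cells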
MOR-DOR ag – OPRM1-OPRD1 heterodimerization agonism. P35372+P41143. cells, luminescence. activation, % at 9.3 µM. hit rate 0.3% among 340,000; in the data active = activation above about 18%;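 note: 0% = vehicle-treated cells and 100% = reference agonist; values of inactives mirror those of a sister screen read the other way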
Pemphigus Ab inh – inhibitors of pemphigus antibody binding to human desmoglein-3 | binding (percent of control), % at 10 µM | P32926 | hit rate 0.48% among 310,000 | DSG3-coupled beads, scFv-anti-DSG3-GFP binding, flow cytometry; hits give low values;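 active = binding more than 3 SD below its plate's average and above zero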;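 note: hits lower antibody fragment binding to DSG3; some compounds called inactive have numbers as strong as hits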
SUMO Mot1 rescue – inhibitors of SUMOylation pathway: yeast Mot1-301 growth rescue; AID 2716; hit rate 1% among 320,000; S. cerevisiae Mot1-301 growth rescue, ATP luminescence, 38.5C; percent above DMSO median, 100 means doubled; growth rescue, % at 18.8 µM;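 active = every valid replicate shows activation above 250% relative to neutral control wells; inactive = the rest, any valid replicate at or below 250%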;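 note: OY570 slx delta 5 strain wells were the positive control but not used for scaling; some compounds called inactive have numbers as strong as hits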
OPRM1-OPRD1 inv – inverse agonists of human mu-delta opioid receptor heterodimerization. AID 504357. cell-based MOR-DOR heterodimer luminescence, inverse agonism. inhibition, % at 9.3 µM. hit rate 0.21% among 340,000; in the data active = inhibition above about 22%, passing the limit was not always enough;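 note: 0% = cells with DMSO and 100% = wells without cells with DMSO; values of inactives mirror those of a sister screen read the other way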
E coli growth – counter-screen for AddAB inhibitors: E. coli growth inhibition; E. coli V3065 growth, OD600 absorbance, 18 h; inhibition, % at 11.9 µM; hit rate 0.27% among 330,000;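 active = inhibition above the campaign's mean inhibition across all tested compounds plus 3 SD, cut at about 9.9% in these data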;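 note: uninfected addAB+ strain grown without phage in ampicillin broth; 0% = DMSO wells and 100% = ciprofloxacin 0.95 µg/ml wells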
PfHsp90 yeast 2 – growth inhibition of yeast expressing Plasmodium Hsp90; S. cerevisiae expressing PfHsp90, BacTiter-Glo ATP, 48 h; yeast lacking PDR1 and PDR3 efflux regulators; inhibition, % at 9.4 µM; AID 504621; hit rate 0.32% among 310,000;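 active = every replicate shows inhibition above about 80%, whatever the replicate mean, limit read from the data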;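 note: 0% = DMSO neutral controls and 100% = 20 µM radicicol positive controls; yeast relying on Plasmodium falciparum Hsp90 in place of its own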
* hit, by the source's call; i = inactive; / = no result given. No enrichment for hits; 3.2% or so of the library scored in one or more.

SMILES | HTR5A ag | HTR5A inv ctr | phage Ecoli inh | PKA-R1A activ | AddAB inh | MOR-DOR ag | Pemphigus Ab inh | SUMO Mot1 rescue | OPRM1-OPRD1 inv | E coli growth | PfHsp90 yeast 2
C=CCONC(=O)c1cc(OCC(F)(F)F)ccc1OCC(F)(F)F | 2 | -4 | 1.7 | 1 | 0.8 | -1.0 | 98 | / | 5 | 0.4 | 5
COc1ccccc1-c1nnc2n1N=C(c1ccc(O)c(O)c1)CS2 | 0 | 0 | / | 2 | -2.3 | -0.6 | 97 | -15 | 3 | -1.6 | 6
COc1cc2cnc(-c3cccnc3)cc2cc1OC | -5 | 12 | 1.4 | 8 | 3.9 | -2.1 | 103 | 47 | 12 | 0.6 | 8
CCCCCc1nnc(NC(=O)c2ccc(=O)n(C)n2)s1 | -2 | 4 | -0.1 | -6 | -0.3 | -1.6 | 98 | -10 | 8 | -2.9 | 23
COc1ccc(N(CC(=O)NCCSC2CCCCC2)S(=O)(=O)c2ccc(C)cc2)cc1 | 5 | -3 | 3.4 | -6 | 3.0 | -0.7 | 88 | -3 | 4 | 0.2 | -8
Cn1c(=O)c2c(ncn2CC(=O)N2CCN(S(=O)(=O)c3ccc(Cl)cc3)CC2)n(C)c1=O | / | / | 2.4 | -8 | 4.5 | / | 109 | -8 | / | 1.4 | 15
Cc1ccc(NC(=O)CN2C(=O)C3CCCCN3C(=O)c3ccccc32)cc1 (stereo not given) | 2 | -6 | 2.0 | -1 | 1.7 | -3.6 | 105 | / | 20 | 0.9 | -18
COc1ccc(C(=O)N/N=C(\C)Cn2nc([N+](=O)[O-])cc2C)cc1 | 4 | -15 | 1.0 | -4 | 5.1 | -0.8 | 118 | 215 | 3 | -0.5 | 1
C=CCOC(=O)c1[nH]c2c(c1C)C(=O)CC(c1cc(OC)c(OC)c(OC)c1)C2 (stereo not given) | 4 | -9 | / | 2 | 6.4 | -0.4 | 108 | -8 | 2 | 2.3 | 14
CCCc1cnc(N2CCN(C(=O)c3ccc(F)cc3)CC2)nc1 | 2 | -9 | -1.8 | 9 | -2.3 | -2.5 | 102 | 17 | 11 | -0.3 | -13
COc1cc(O)c(C(C)=O)c2c1C=CC(C)(C)O2 | 0 | 28 | 2.6 | -4 | / | 3.1 | 104 | / | -16 | / | 12
CCc1cccc2c(N=O)c(O)[nH]c12 | 9 | -30 | 2.5 | 2 | 5.0 | -0.7 | 103 | 1 | 4 | 1.5 | -5
C=CCOc1ccc(CN(C)CC(O)COc2cccc3ccccc23)cc1 (stereo not given) | 2 | -35 | -0.6 | -8 | 3.9 | 1.0 | 126 | 41 | -5 | -2.1 | 3
Cc1cc(NC(=O)c2cccnc2Cl)ccc1NC(=O)c1cc2ccccc2o1 | 4 | -5 | 3.1 | 7 | -1.2 | 0.4 | 99 | 21 | -3 | -3.5 | -9
Cc1ccccc1NC(=O)Cc1nc(COC(=O)COc2ccc(C(C)(C)C)cc2)cs1 | 2 | -9 | 1.5 | -3 | -0.3 | 4.1 | 102 | 11 | -21 | -1.9 | 15
COc1ccccc1S(=O)(=O)Cc1ccc(C(=O)NCc2ccco2)o1 | -8 | -6 | 0.5 | 0 | 3.4 | -1.6 | 101 | 65 | 8 | -0.1 | 45
Cc1ccc(S(=O)(=O)c2cc3c(=O)n4cccc(C)c4nc3n(CC3CCCO3)c2=N)cc1C (stereo not given) | -6 | 9 | 1.9 | -1 | 6.4 | -1.9 | 113 | 4 | 10 | -0.2 | 23
COc1ccc(S(=O)(=O)Nc2cc(C(=O)NC(C)C)ccc2N2CCOCC2)cc1 | 1 | -5 | 0.5 | 9 | 0.9 | -1.7 | 100 | -8 | 10 | 2.7 | 11
C/C(=N\Nc1cc(C(F)(F)F)ccc1Cl)c1ccncc1 | -7 | -12 | -1.0 | -4 | 1.5 | 1.8 | / | 5 | -11 | -0.1 | 24
C[C@@H]1COC(=O)[C@H](NC(=O)OCC2c3ccccc3-c3ccccc32)C/C=C\C[C@@H](CC(=O)N(CCO)Cc2ccccc2)C(=O)N1 | -2 | 13 | / | 5 | -0.9 | -4.1 | 102 | -16 | 19 | 0.5 | -13
COc1ccc(-c2nnc(N(C)C(=O)c3ccno3)s2)cc1 | -1 | 2 | 2.4 | -4 | 2.8 | -2.1 | 111 | 15 | 12 | 2.7 | -9
CCOC(=O)N1CCN(c2c(NCC3CCCO3)c(=O)c2=O)CC1 (stereo not given) | 6 | -17 | -0.4 | 2 | 1.7 | -3.2 | 104 | 6 | 16 | -0.8 | 9
Cn1c(=O)n(CC(=O)NCC2CCCO2)c(=O)c2c3c(sc21)COC(C)(C)C3 (stereo not given) | 4 | 17 | 0.1 | -2 | 2.0 | 1.7 | / | 12 | -9 | -1.0 | 5
Cc1ccc(-c2noc(-c3cc4ccccc4oc3=O)n2)cc1 | -2 | -1 | 3.3 | 0 | 0.2 | 0.3 | 105 | / | -2 | 2.8 | 18
CC(OC(=O)CCCN=C1NS(=O)(=O)c2ccccc21)C(=O)Nc1ccc(F)cc1Cl (stereo not given) | 2 | 6 | 3.3 | -13 | 2.4 | -4.5 | 101 | -15 | 22 | 0.9 | -58
COc1ccc(NC(=O)CN(c2ccc(OC)cc2)S(=O)(=O)c2ccc(OC)c(OC)c2)cc1 | 1 | -4 | 0.7 | 8 | 2.5 | -3.1 | 109 | -13 | 16 | -2.8 | -7
O=C(NCCN1CCCCC1)c1ccc(F)cc1Cl | -3 | 12 | 0.6 | 2 | 1.7 | 4.7 | 96 | -17 | -22 | 1.2 | -11
O=C(N/N=C\C=C\c1ccc2c(c1)OCO2)C1COc2cc3ccccc3cc2O1 (stereo not given) | 0 | 0 | 1.7 | 0 | 1.4 | 0.9 | 101 | -22 | -4 | -2.0 | -19
O=C(OCC(=O)C12CC3CC(CC(C3)C1)C2)c1ccc(CO)cc1 | -1 | 3 | 2.4 | -7 | 2.3 | -0.4 | 97 | 91 | 2 | 1.8 | 11
Cc1ccc(Cl)cc1N1CCN(C(=S)NCc2ccco2)CC1 | 1 | -1 | 2.0 | -7 | -3.1 | 7.5 | 101 | 26 | -39 | 0.8 | 3
O=C(Cc1ccccc1)N/N=C\c1ccc(Br)o1 | 5 | 3 | / | 4 | / | 1.6 | 105 | / | -9 | / | 15
C=C1CCN(C(CC(C)C)C(=O)OC)S(=O)(=O)c2ccccc21 (stereo not given) | -1 | 8 | 3.6 | -14 | 3.8 | -2.2 | / | -10 | 12 | 0.0 | 4
COCCn1c(SCC(=O)NCCCN2CCCC2=O)nc2ccccc2c1=O | -1 | 2 | -0.2 | 7 | 1.2 | -2.0 | 91 | -6 | 10 | -0.5 | /
CCOC(=O)c1cc(C(=O)OCC)cc(-n2c(C)cc(C(=O)CN3CCOCC3)c2C)c1 | 8 | -21 | 1.2 | 3 | -0.4 | 0.0 | 77 | 10 | 0 | -2.4 | 21
Cc1cc(NC(=O)C23CC4CC(C2)CC(n2cnc([N+](=O)[O-])n2)(C4)C3)no1 | 1 | -5 | 3.0 | -2 | 1.2 | -0.8 | 79 | 5 | 5 | -0.5 | /
Cc1ccc(NC(=O)/C(=C\c2ccccc2)NC(=O)/C=C/c2ccccc2)cc1 | 1 | -23 | 1.5 | -1 | 1.1 | -0.1 | / | 5 | 1 | -2.0 | /
COc1ccc(CN(Cc2cc3cccc(C)c3[nH]c2=O)C(=O)N(C)C)cc1 | -3 | 9 | 0.3 | 1 | 4.2 | -1.7 | 106 | i | 10 | 2.3 | -17
COc1ccc(OC)c(N(CC(=O)Nc2cccnc2)S(=O)(=O)c2ccc(OC)c(OC)c2)c1 | -6 | 14 | 2.5 | 9 | 5.3 | -0.3 | 105 | 10 | 1 | -0.3 | /
Cc1ccc(-c2nc(C)sc2CC(=O)Nc2cccc(C)c2C)cc1 | 3 | -12 | 2.7 | -3 | -1.6 | 1.3 | 98 | 376 | -7 | -2.2 | -15
O=C(NCCCN1CCOCC1)c1cc2c(=O)[nH]c3ccccc3c2s1 | 4 | -8 | 3.2 | 9 | 0.9 | 0.3 | 86 | -12 | -2 | 0.6 | 19
Cc1nc2c(-c3ccc(F)cc3)c(C)nn2c(C)c1CCC(=O)Nc1ccc(F)cc1F | 7 | -21 | 0.7 | -3 | 1.2 | 0.3 | 92 | 3 | -2 | 1.3 | -3
Cc1ccc(S(=O)(=O)N2CCN(C(=O)C(C)Cn3nc(C)c(C)c3C)CC2)cc1C (stereo not given) | -2 | 6 | -0.1 | 0 | 0.2 | -2.1 | 110 | 0 | 11 | -0.6 | -24
COC(=O)Cn1c2ccc(C)cc2c2nc3ccccc3nc21 | -2 | 6 | 1.5 | 3 | / | 1.1 | 82 | / | -5 | / | -6
CC(=O)Nc1ccccc1NC(=O)c1cccc2ccccc12 | 1 | -2 | 1.2 | 8 | 6.6 | 0.3 | 104 | -4 | -2 | -0.9 | 9
Cc1ccc(C(=O)Nc2cccc(C(=O)N/N=C/c3ccccc3F)c2)cc1 | 2 | -5 | 5.0 | -1 | 1.8 | 2.1 | / | 3 | -16 | -1.2 | -1
Cc1cc2nc3c(c(C(F)(F)F)n2n1)CCCC3 | 1 | -3 | 5.3 | -5 | 1.2 | -2.0 | 100 | -21 | 10 | 0.0 | 9
O=S(=O)(Nc1ncccn1)c1ccc(NS(=O)(=O)c2cccc(Cl)c2Cl)cc1 | -2 | 6 | 4.8 | -4 | 0.7 | -1.0 | 97 | -1 | 5 | 0.9 | 8
O=C(COc1ccc(Cl)cc1Cl)Nc1ccc(-c2ccc(N3CCOCC3)nn2)cc1 | -1 | 2 | 1.9 | 6 | -1.8 | 0.0 | / | -6 | 0 | -3.9 | /
Cc1ccc(C2CC(=O)c3cnc(N4CCN(c5ccccc5)CC4)nc3C2)cc1 (stereo not given) | -2 | 6 | 1.2 | 4 | 2.2 | -3.6 | 95 | -4 | 16 | 2.3 | -26
O=C(/C=C/c1c(Cl)cccc1Cl)NCCCn1ccnc1 | / | / | 3.2 | / | 1.3 | / | 100 | 4 | / | 1.9 | /
CCn1c2ccccc2c2nnc(NN)nc21 | 3 | 9 | 3.4 | -8 | -0.5 | -0.6 | 96 | -9 | 4 | -0.4 | 11
O=C(O)C1=C[C@H](c2ccc3c(c2)OCO3)C[C@H](OCCCCO)O1 | 20 | -55 | 2.9 | -2 | 1.0 | -2.8 | 104 | -1 | 16 | -2.6 | 12
O=C(CN(Cc1cccs1)C(=O)CCC(=O)Nc1ccccn1)NCc1ccccc1 | 1 | -3 | 2.7 | -5 | 3.1 | -1.6 | 98 | 25 | 9 | -0.2 | 1
